# Compound activity deposited in PubChem by Emory University Molecular Libraries Screening Center.
# 14-3-3g Raf: alters human 14-3-3 gamma binding to Raf peptide; inhibition, % at 40 µM; FP, 14-3-3gamma / TMR-pS259-Raf peptide binding; P61981; 0.19% of 160,000 active; AID 422; in the data active means inhibition above about 30%;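 further: 0% = protein plus tracer without compound and 100% = blank with tracer alone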
# Target sequence (P61981 whole entry, looked up): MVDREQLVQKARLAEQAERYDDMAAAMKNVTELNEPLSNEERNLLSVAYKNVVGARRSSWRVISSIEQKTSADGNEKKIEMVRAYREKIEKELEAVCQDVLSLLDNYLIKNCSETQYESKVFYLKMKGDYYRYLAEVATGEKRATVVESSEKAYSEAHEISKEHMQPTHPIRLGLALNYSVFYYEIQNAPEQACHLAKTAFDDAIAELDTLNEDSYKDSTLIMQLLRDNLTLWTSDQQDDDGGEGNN
# Starred values were filed as active, the others as inactive; & = joins results of further samples.
SMILES,14-3-3g Raf
COc1cc(C2c3c(oc4ccccc4c3=O)C(=O)N2Cc2ccncc2)ccc1O (configuration not stated),-1
Cc1occc1-c1nc(-c2ccc(Cl)cc2)no1,-36
O=C(CSc1nc(-c2ccccc2)cc(=O)[nH]1)N1CCc2ccccc2C1,-5
CC(=O)NC1C2CC3CC(C2)CC1C3 (configuration not stated),-12
Cc1cccn2c(=O)c3cc(C(=O)NC4CCCCC4)sc3nc12,-3
O=C(CSc1nc2ccccc2s1)Nc1ccccc1Oc1ccccc1,-37
COc1ccc(NCc2n[nH]nc2-c2ccccc2)cc1Cl,-6
CC(=O)Nc1cc(Cl)ccc1Oc1ccccc1,0
O=CN(CCN(C=O)CN1CCCCC1)CN1CCCCC1,0
COc1ccc(C2N(c3ccc(Cl)cc3)N=C(C(C)=O)N(C)N2C(C)=O)cc1 (configuration not stated),-3
Cc1cc(C(=O)N2CCN(c3ncccn3)CC2)c2cc(F)ccc2n1,-6
Cc1ccc(S(=O)(=O)N(C)C(=Nc2ccccc2)c2ccccc2)cc1,-18
O=C(CSc1nc2ccsc2c(=O)n1-c1ccc(Br)cc1)NCC1CCCO1 (configuration not stated),3
CC1=C(C(=O)NC(C)C)C2(CCC(C)CC2)OC1=O (configuration not stated),-11
CC1(c2cccc([N+](=O)[O-])c2)CC(C)(C)N(C(=O)c2ccccc2)c2ccccc21 (configuration not stated),-2
CCOC(=O)c1[nH]c2c(c1C)C(=O)CC(c1ccccc1)C2 (configuration not stated),12
CCCn1c(COc2ccc(Cl)cc2)nc2ccccc21,1
COc1ccc(OC)c(NC(=O)c2cc(-c3cccs3)nc3ccccc23)c1,8
C=CCn1c2ccccc2n2cc(-c3ccc([N+](=O)[O-])cc3)nc12,-5
CCCOC(=O)CSc1nnc(-c2ccc(Cl)cc2Cl)o1,-2
CCOc1cccc2cc(C(=O)Nc3ccccc3F)c(=Nc3ccc(C(=O)O)cc3)oc12,1
O=C1NC(c2ccccc2[N+](=O)[O-])Nc2sc3c(c21)CCCC3 (configuration not stated),-15
COC(=O)c1c(F)c(F)c(N2CCOCC2)c(F)c1F,-11
Cc1cccc(C2OC3(C(=O)c4ccccc4C3=O)C3C(=O)N(c4ccc(C)c(Cl)c4)C(=O)C23)c1 (configuration not stated),-11
CC1CN(C)C(=N)S1 (configuration not stated),-6
COc1cc(Cl)ccc1S(=O)(=O)N1CCCN(S(=O)(=O)c2ccc(Cl)cc2OC)CC1,-11
CCc1c(C)nc(SCc2ccc(C)cc2)c(C#N)c1C,-13
CCC(=O)c1ccc(N2CCCCC2)c(F)c1,10
CC1CN(C)C(C)c2c1oc1ccc(N)cc21 (configuration not stated),0
COC(=O)c1cc(Br)ccc1OC(=O)c1sc2ncn(Cc3cccc(F)c3)c(=O)c2c1C,-7
O=C(COc1cccc2ccccc12)NS(=O)(=O)c1ccccc1,-1
Cc1cc(C)c2ccc3ccccc3c2n1,-6
COc1cccc(-c2nn(C)c3sc(C(=O)NCCC4=CCCCC4)cc23)c1,0
CCCCc1ccc(NC(=O)c2ccc(C)cc2)cc1,-3
CCN(CC(=O)NCc1ccccn1)S(=O)(=O)c1ccc(Cl)cc1,1
COc1cc(OC)cc(C(=O)Nc2ccccc2NC(C)=O)c1,4
CC1(C)CC(=O)C2=C(C1)NC(=O)CC2c1cc2c(cc1Br)OCO2 (configuration not stated),-3
NC(=O)C1=CN(C2OC(COP(=O)(O)OP(=O)(O)OC[C@H]3O[C@@H](n4cnc5c(N)ncnc54)C(OP(=O)(O)O)[C@H]3O)C(O)C2O)C=CC1 (some centres not stated),1
O=C(CSc1ccc2nnc(-c3cccnc3)n2n1)NCC1CCCO1 (configuration not stated),-3
COC(=O)c1ccc(COc2ccc(C3C4=C(CCCC4=O)Nc4onc(C)c43)cc2)cc1 (configuration not stated),-4
CC(C)(C)c1ccc(C(=O)Nc2ccc(-c3nc4ccccc4o3)cc2)cc1,-94
COc1ccccc1N=c1oc2c(OC)cccc2cc1C(=O)NC(C)=O,-1
Clc1cccc(CN2CCN(Cc3ccccn3)CC2)c1,1
O=C(NCC1CCCO1)C1CCCN(c2ncccn2)C1 (configuration not stated),-5
CC1(C)CC(=O)C(C(=S)Nc2ccccc2)=C(NC2CC(C)(C)NC(C)(C)C2)C1,3
O=C(CCN1C(=O)COc2ccccc21)N1CCCCC1,2
CC1CCCCC1NC(=O)CSc1nnc(N)s1 (configuration not stated),-14
CC(=O)C1=C(C)NC(SCC(=O)c2ccccc2)=C(C#N)C1c1ccco1 (configuration not stated),-11
O=C(Nc1ccc(F)cc1)N(Cc1nnc2n1CCCCC2)c1ccccc1,-4
O=C(CS(=O)(=O)c1nc(-c2ccccc2)cn1-c1ccc(Cl)cc1)Nc1ccc(Cl)cc1,-20
CC1CCCC(NC(=O)CSc2nnc(N)s2)C1C (configuration not stated),-8
Cc1ccc2c(c1)NC(=O)C(C)O2 (configuration not stated),-7
O=C(Oc1oc(-c2ccco2)nc1C=Nc1ccccc1)c1ccco1,3
CCOC(=O)C1=C(C)NC2=C(C(=O)CC(C)(C)C2)C1c1ccc(OC(C)=O)c(OC)c1 (configuration not stated),-3
O=C(NCCC1=CCCCC1)C1CCC(CNS(=O)(=O)c2ccc(F)cc2)CC1 (configuration not stated),-5
CCCCOc1ccc(C2=NNC(=O)CC2)cc1,-20
Cc1cc(NC(=O)c2cc(-c3ccc(F)cc3)on2)no1,-1
COc1ccc(CNC(=O)c2nn3c(c2Cl)NC(c2cccs2)CC3C(F)(F)F)cc1 (configuration not stated),-3
Cc1ccc2c(c1)nnn2C1CCN(S(=O)(=O)c2ccc(C(=O)N(C)C3CCCCC3)cc2)CC1,-7
Cc1ccn2c(Nc3ccc4c(c3)OCO4)c(-c3ccc(N(C)C)cc3)nc2c1,-7
# The list goes on.
SMILES,14-3-3g Raf
COc1ccc(Cl)cc1NC(=O)c1cc2n(n1)C(C(F)(F)F)CC(c1ccc3c(c1)OCO3)N2 (configuration not stated),-6
Clc1cccc(-c2nn3c(COc4ccccc4)nnc3s2)c1,-5
Nc1cc(C(=O)O)ccc1S(=O)(=O)CC1CCCO1 (configuration not stated),-5
O=C(c1ccco1)n1c(=S)nc2ccccn21,1
CC(=O)Nc1ccc(C2Nc3ccccc3C(=O)N2C2CCCCC2)cc1 (configuration not stated),5&1
O=C(NCc1cccnc1)c1ccc(CS(=O)(=O)Cc2ccc(Cl)cc2)o1,-11&3
Cc1cc(C)n2nc(SCC(=O)NC3CCC(C)CC3)nc2n1 (configuration not stated),-2
c1ccc(-c2nnc(CSc3nnc(-c4cccs4)o3)o2)cc1,-9
Cc1cccnc1NC(=O)COc1ccc2oc3c(c2c1)CCCC3,-5
CSc1ccc(S(=O)(=O)Nc2ccc(N3CCOCC3)c(Cl)c2)cc1,-4
O=C1NC(=Nc2ccc(Br)cc2)SC1Cc1cccc2ccccc12 (configuration not stated),-1
O=C(O)COc1cccc2ccccc12,-9

# A draw from above in order of SMILES length, highest first:
SMILES,14-3-3g Raf
COc1ccc(Cl)cc1NC(=O)c1cc2n(n1)C(C(F)(F)F)CC(c1ccc3c(c1)OCO3)N2 (configuration not stated),-6
CCOC(=O)C1=C(C)NC2=C(C(=O)CC(C)(C)C2)C1c1ccc(OC(C)=O)c(OC)c1 (configuration not stated),-3
COc1ccc(CNC(=O)c2nn3c(c2Cl)NC(c2cccs2)CC3C(F)(F)F)cc1 (configuration not stated),-3
Cc1ccn2c(Nc3ccc4c(c3)OCO4)c(-c3ccc(N(C)C)cc3)nc2c1,-7
O=C(NCCC1=CCCCC1)C1CCC(CNS(=O)(=O)c2ccc(F)cc2)CC1 (configuration not stated),-5
O=C(NCc1cccnc1)c1ccc(CS(=O)(=O)Cc2ccc(Cl)cc2)o1,-11&3
CSc1ccc(S(=O)(=O)Nc2ccc(N3CCOCC3)c(Cl)c2)cc1,-4
CC(=O)Nc1ccc(C2Nc3ccccc3C(=O)N2C2CCCCC2)cc1 (configuration not stated),5&1
O=C(Oc1oc(-c2ccco2)nc1C=Nc1ccccc1)c1ccco1,3
O=C1NC(=Nc2ccc(Br)cc2)SC1Cc1cccc2ccccc12 (configuration not stated),-1
c1ccc(-c2nnc(CSc3nnc(-c4cccs4)o3)o2)cc1,-9
Cc1cc(C)n2nc(SCC(=O)NC3CCC(C)CC3)nc2n1 (configuration not stated),-2
Cc1cc(NC(=O)c2cc(-c3ccc(F)cc3)on2)no1,-1
Nc1cc(C(=O)O)ccc1S(=O)(=O)CC1CCCO1 (configuration not stated),-5
O=C(c1ccco1)n1c(=S)nc2ccccn21,1
CCCCOc1ccc(C2=NNC(=O)CC2)cc1,-20
Cc1ccc2c(c1)NC(=O)C(C)O2 (configuration not stated),-7
O=C(O)COc1cccc2ccccc12,-9

# Further records follow:
SMILES,14-3-3g Raf
Cc1ccc(Cn2ccc(NC(=O)c3nc4ncccn4n3)n2)cc1,-6
CCOc1ncccc1C(=O)Nc1ccc2c(C)cc(=O)oc2c1,4
CC1CCc2nc(NC(=O)c3cc(=O)c4ccccc4o3)sc2C1 (configuration not stated),1
O=C(Nc1nnc(-c2ccc(F)cc2)s1)c1ccccc1[N+](=O)[O-],-11
O=C(Cn1cc2c(n1)CCCC2)NC1CCCCCC1,2
Cc1cc([N+](=O)[O-])ccc1NC(=O)COc1nsnc1N1CCOCC1,-13
COc1cc(NC(=O)CN(C)S(=O)(=O)c2ccc(C)cc2)cc(OC)c1,2
Cc1c(NC(=O)CN2CCN(C(c3ccccc3)c3ccccc3)CC2)c(=O)n(-c2ccccc2)n1C,8
CCC1CCCCN1C(=O)c1c[nH]c2ccc(S(=O)(=O)N(C)c3ccc(C(C)C)cc3)cc2c1=O (configuration not stated),0
CCOc1ccc(N(C)S(=O)(=O)c2ccc3[nH]cc(C(=O)NCC4CCCO4)c(=O)c3c2)cc1 (configuration not stated),-9
Cc1cc(C)c(C2C(C#N)=C(N)Oc3n[nH]c(C)c32)cc1CN1CCCC1 (configuration not stated),-5
Cc1ccc(NC(=O)c2c(NC(=O)c3ccc([N+](=O)[O-])cc3)sc3c2CCCCC3)cc1,-25
COC(=O)c1ccccc1NS(=O)(=O)c1ccc(C)cc1,8
CCOC(=O)CSc1nnc2c(n1)[nH]c1ccccc12,-5
CC(C)(C)C(=O)Nc1nc(-c2cc3ccccc3oc2=O)cs1,1
CCn1c(C(=O)N2CCC(C(=O)NCCCSC3CCCCC3)CC2)cc2sccc21,-6
CN(C)S(=O)(=O)c1ccc(/C(O)=C2\C(=O)C(=O)N(CCN3CCCCC3)C2c2ccc(Cl)cc2)cc1 (configuration not stated),0
COc1ccc2c(=O)c(-c3ccc4c(c3)OCCCO4)c(C)oc2c1,-25
O=S(=O)(c1ccc(Br)c2nsnc12)N1CCC(Cc2ccccc2)CC1,6
COc1ccc2[nH]c(=O)c(CN(C(=O)c3ccccn3)C3CCCCC3)cc2c1,2
COc1ccc(N2C(=O)C3C(C2=O)C2C=CC3C23CC3)cc1 (configuration not stated),-11
COC(=O)c1ccc(C2Nc3c(OC)ccc(Cl)c3C3C=CCC32)cc1 (configuration not stated),-6
O=c1[nH]c2ccccc2c(=O)n1CCS,-5
COC(=O)c1cc(C(=O)OC)cc(N2C(=O)CSC2c2ccccc2C(F)(F)F)c1 (configuration not stated),-1
CC1(C)C/C(=N\O)c2cc3c(nc2C1)CCCC3,0
COC(=O)c1ccc(N2C(=O)CSC2c2ccc([N+](=O)[O-])cc2)cc1 (configuration not stated),15
COc1ccc(NS(=O)(=O)CC23CCC(CC2=O)C3(C)C)cc1 (configuration not stated),5
COc1cc(C2C(C(=O)c3ccc(C)o3)=C(O)C(=O)N2c2cc(C)on2)cc(OC)c1OC (configuration not stated),10
Cc1cc(C)c(NC(=O)CCCN2CCOCC2)c(C)c1,-5
CC1=CCC(C(=O)Nc2ccc(Br)cc2)C(c2ccc([N+](=O)[O-])cc2)C1 (configuration not stated),-10
O=C(CN(CC(=O)N1CCOCC1)S(=O)(=O)c1ccccc1)N1CCOCC1,-3
CCCN(c1ccc(C(C)C)cc1)S(=O)(=O)c1ccc2c(c1)c(=O)n(C)c(=O)n2C,-6
CCOc1cc(C)c(C(C)C)cc1S(=O)(=O)n1ccc(C)n1,-2
CCOC(=O)c1ccc(NC2=CC(=NS(=O)(=O)c3ccc(OC)cc3)c3ccccc3C2=O)cc1,82*
CCN1C(=O)NC(c2ccccc2[N+](=O)[O-])C(C(=O)OCCc2ccccc2)=C1C (configuration not stated),-5
CCCc1cc(=O)oc2cc(OC(C)C(=O)O)ccc12 (configuration not stated),6
O=C(Nc1ncnc2sc3c(c12)CCCCC3)c1ccco1,-1
C=CCc1c(C)nc2nc(SCC(=O)Nc3cccc(Cl)c3)nn2c1C,-8
CCOc1ccc(CCNC(=O)C2CCCN(c3nn4c(=O)cc(C)nc4s3)C2)cc1 (configuration not stated),-7
COc1ccc(Oc2coc3cc(OC(=O)c4cccc(C)c4)ccc3c2=O)cc1,10
O=C(Nc1cc([N+](=O)[O-])ccc1C(=O)O)c1cccs1,-4
COc1ccc(C(=O)N2CCN(c3ccc([N+](=O)[O-])c(N4CCCCC4)c3)CC2)cc1,-8
Cc1cc(Br)ccc1NC(=O)Cn1cnc2sc3c(c2c1=O)CCCC3,-11
CCS(=O)(=O)NCCCCc1ccccc1,-5
Cc1ccc2[nH]c(=O)c(CN(Cc3ccc4c(c3)OCO4)Cc3nnnn3C3CCCC3)cc2c1,3
COc1cc(COc2ccc3c4c(c(=O)oc3c2)CCC4)cc(OC)c1OC,-9
CNc1nc(SC)nc(N2CCOCC2)n1,-1
COc1ccc(OC)c(Nc2cc(C(=O)NC(C)c3ccccc3)c3ccccc3n2)c1 (configuration not stated),-20
O=C(Nc1nncs1)c1ccc(Cl)c([N+](=O)[O-])c1,1
Cc1cc(C(=O)Nc2cccnc2)no1,-5&-1
CC(C)C(=O)N(c1ccc(F)cc1)C1C=CS(=O)(=O)C1 (configuration not stated),-8
COc1ccc(CCNC(=O)c2cn(C3CCCC3)c(=O)c3c2c2ccccc2n3C)cc1OC,7

# These rows are one share of the data. The share of hits here may be higher or lower than overall.
